PKM2 act: activators of human pyruvate kinase M2; purified PKM2, Kinase-Glo ATP luminescence, activation; response scale: 0% is enzyme alone, no compound; Potency, µM (doses to about 57.5 µM), inactives show at the highest dose activation, actives largely listed as activators; 260,000 tested, 0.34% active; AID 1631; also: potency is read from the fitted curve at half-maximal effect; % is scaled to controls: 0 for no effect and ±100 for the full control effect; nearly all actives have a fitted effect of over 55% in size
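hPK-M2, >95% pure; 0.1 mM ADP / 0.5 mM PEP final; imidazole pH7.2 buffer w/ 7 mM MgCl2, 50 mM KCl; 1 h RT; Kinase-Glo lum. Intermediate enzyme activity for dual inhibitor/activator qHTS.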
KCNH2 WT inh: KCNH2 (human, wildtype) channel inhibition; activity change, % at 1.84 µM; 340,000 tested, 0.37% active; Q12809; U2OS, BacMam KCNH2, thallium flux FluxOr; stronger effect = lower value;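 active = maximum activity change below -70%; inconclusive = maximum activity change between -70% and -50%; inactive = maximum activity change above -50%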; also: % is scaled to controls: 0 for no effect and ±100 for the full control effect
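U2OS cells were transduced with wild-type KCNH2 virus (2.03 x 10^8 / mL) for 4 h at room temperature, then cultured overnight at 37 C. Thallium flux was read with FluxOr dye. Rate constants were normalized to DMSO controls.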
KCNH2 3.1 block: inhibitors of human KCNH2 3.1 potassium channel isoform; U2OS KCNH2 3.1, thallium flux FluxOr; stronger effect = lower value; activity change, % (tested at about 1.8 µM); 340,000 tested, 0.95% active;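 active = maximum activity change below -70%; inconclusive = maximum activity change from -70% to -50%; inactive = maximum activity change above -50%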;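 also: thallium influx rate constant from kinetic fluorescence after stimulation buffer; % is scaled to controls: 0 for no effect and ±100 for the full control effect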
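Channel expression came from 3.1 mutant virus (1.77 x 10^8 /mL) applied to suspended U2OS cells for 4 h. Flux was tracked with FluxOr dye plus Red40 quencher, and kinetic rate constants normalized to controls.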
USP2a inh: blocks human ubiquitin-specific protease USP2a. O75604. USP2 core, Ub-CHOP2 coupled fluorogenic reporter, 485/531. Potency, µM (highest dose often 38.3 µM), for the others: at the top dose activity change, negative = inhibition, actives largely listed as inhibitors. 330,000 tested, 0.01% active;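 also: potency is read from the fitted curve at half-maximal effect; plate controls were DMSO wells for no effect and full inhibition by NEM control for full effect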
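Cell-free coupled assay: 10nM USP2 core preincubated 30min RT with compound in Tris-HCl pH 8.0/CaCl2/CHAPS buffer, then 25nM Ub-CHOP2 and 25nM reporter substrate; fluorescence (Ex 485/Em 531) read after 60min RT, normalized to NEM inhibition, concentration-response curves fitted.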
MLL CXXC-DNA inh: blocks binding of human MLL CXXC domain to DNA. Potency, µM (titrated, usually from 115 µM), without a hit: at the highest dose activity change, negative = inhibition, hits mostly inhibitors. MLL-CXXC / FITC-HOXA9 DNA fluorescence polarization. 290,000 tested, 0.037% active; active = well fitted inhibition curve with a large enough effect in the polarisation, with a control signal flat, not every such curve was filed as active; inconclusive = small, poorly fitted or top-dose-only effect, or effect the other way, or a change in a side signal; inactive = no such curve, though single readings can be large or run the other way; the % refers to the polarisation; also: potency is read from the fitted curve at half-maximal effect
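Fluorescence polarization: 7 uM MLL-CXXC (stock) preincubated 5 min with compounds, then 50 nM fluorescein-HOX-A9 DNA (stock) added; 30 min ambient. Buffer 50 mM Tris-HCl pH 7.5, 50 mM NaCl, 1 mM DTT, 0.05% BSA.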
B2AR arrestin: beta2AR (human) beta-arrestin recruitment activity | P07550 | beta-arrestin recruitment to beta2AR, cell-based reporter | Potency, µM (doses to about 46.1 µM), for inactives: at the top dose activation, actives largely listed as activators | 330,000 tested, 0.02% active | AID 492947;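 also: potency is read from the fitted curve at half-maximal effect; 0% = DMSO controls and full agonism = EC100 isoproterenol or metaproterenol; nearly all actives have a fitted effect of over 65% in size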
Target sequence (P07550 whole entry, looked up): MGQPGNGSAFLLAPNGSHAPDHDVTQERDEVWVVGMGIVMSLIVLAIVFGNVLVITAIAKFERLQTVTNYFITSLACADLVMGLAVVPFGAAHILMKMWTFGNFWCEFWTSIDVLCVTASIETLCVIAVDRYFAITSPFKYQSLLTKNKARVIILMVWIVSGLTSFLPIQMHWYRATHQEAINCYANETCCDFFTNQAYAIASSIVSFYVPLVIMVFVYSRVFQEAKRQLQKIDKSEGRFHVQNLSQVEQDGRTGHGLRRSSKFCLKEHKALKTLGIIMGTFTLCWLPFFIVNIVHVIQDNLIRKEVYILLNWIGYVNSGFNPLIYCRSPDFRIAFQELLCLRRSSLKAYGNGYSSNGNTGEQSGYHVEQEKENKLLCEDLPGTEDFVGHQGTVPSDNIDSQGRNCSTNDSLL
Menin MLL FP TR: displaces Texas Red mutant MLL peptide from human menin; O00255; Menin + Texas Red MLL mutant peptide, fluorescence polarization; Potency, µM (doses to about 61.6 µM), without a hit: top-dose FP activity change, negative = inhibition, most hits filed as inhibitors; 270,000 tested, 0.23% active; AID 1768; active = well fitted inhibition curve with a large enough effect in the polarisation, with a control signal flat, not every such curve was filed as active; inconclusive = small, poorly fitted or top-dose-only effect, or effect the other way, or a change in a side signal; inactive = no such curve, though single readings can be large or run the other way; the % refers to the polarisation; also: potency is read from the fitted curve at half-maximal effect; % of control where 0% means no effect; many of its hits are not listed in these tables
Target sequence (O00255 whole entry, looked up): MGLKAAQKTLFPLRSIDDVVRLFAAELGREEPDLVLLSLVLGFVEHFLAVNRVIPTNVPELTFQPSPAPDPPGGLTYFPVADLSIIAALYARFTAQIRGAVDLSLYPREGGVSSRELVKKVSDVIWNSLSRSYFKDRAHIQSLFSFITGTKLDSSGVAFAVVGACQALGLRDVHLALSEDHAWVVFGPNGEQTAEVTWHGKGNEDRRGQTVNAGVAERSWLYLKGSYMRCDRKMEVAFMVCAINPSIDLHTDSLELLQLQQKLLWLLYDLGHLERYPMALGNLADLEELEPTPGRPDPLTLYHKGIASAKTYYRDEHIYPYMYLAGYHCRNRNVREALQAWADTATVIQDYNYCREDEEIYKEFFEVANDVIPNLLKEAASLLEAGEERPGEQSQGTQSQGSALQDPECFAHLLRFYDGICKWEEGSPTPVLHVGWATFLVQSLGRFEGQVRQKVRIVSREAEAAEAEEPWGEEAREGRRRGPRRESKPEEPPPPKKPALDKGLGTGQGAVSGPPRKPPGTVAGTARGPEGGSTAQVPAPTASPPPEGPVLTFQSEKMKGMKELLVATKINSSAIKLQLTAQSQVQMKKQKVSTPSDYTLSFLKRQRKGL
GALK inh: galactokinase (human) inhibition; Purified GALK, Kinase-Glo residual ATP luminescence; Potency, µM (series often up to 57.5 µM), for the others: at the top dose activity change, negative = inhibition, most hits filed as inhibitors; 270,000 tested, 0.007% active; AID 1868; also: potency is read from the fitted curve at half-maximal effect; % is scaled to controls: 0 for no effect and ±100 for the full control effect
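The enzyme phosphorylates galactose (100 uM) using ATP (35 uM); inhibition is detected as higher residual ATP, quantified by bioluminescence after 1 h reaction at room temperature, pH 8.0.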
Giardia kill: kills Giardia lamblia; Giardia lamblia trophozoite viability; activity change, % at 7.66 µM, hits read low; 340,000 tested, 0.15% active; in the data active = activity change below about -80%; inconclusive = between about -30% and that limit;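 also: parasites exposed to compound for two days anaerobically before the ATP read; % is scaled to controls: 0 for no effect and ±100 for the full control effect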
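Giardia trophozoites, 100 cells per well, were exposed to compounds for 48 hrs at 37 deg C under anaerobic conditions; viability was then read as ATP content by bioluminescence after 15-30 min at room temperature.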
FBPA coupling cs: counter-screen for Giardia aldolase inhibitors: coupling enzyme system; activity change, negative = inhibition, % at 58.2 µM, hits read low; coupling enzyme system counterscreen, AmpLite Red fluorescence; 290,000 tested, 0.67% active; in the data active = activity change below about -30%; also: % is scaled to controls: 0 for no effect and ±100 for the full control effect
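Final compound at 57.5 uM, incubated 10 min at RT with coupling enzyme reagent (glyceraldehyde-3-phosphate), then 20 min with substrate and AmpLite Red detection. Fluorescence read at 525/598 nm; tests interference with the coupling assay, not aldolase inhibition.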
TRPV1 ag: human TRPV1 agonism. Q8NER1. TRPV1-expressing cells, Fluo-8 calcium influx, agonist mode. activation, % at 8.33 µM. 320,000 tested, 0.19% active. AID 540275; in the data active = activation above about 80%; inconclusive = between about 30% and that limit; also: 0% is about no effect
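Cells expressing TRPV1 were dye-loaded with Fluo-8 and read kinetically: 10 s baseline, 3 min after compound (agonist portion), then 2 min after EC20 capsaicin (allosteric enhancer portion). Calcium-bound dye fluorescence at 480/520 nm.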
An asterisk follows results filed as active; ? = inconclusive; nt = no result given; [ ] = dose if it differs, or a comment. Unless noted, calls follow the shape of the dose curve; as a rule, active = well fitted curve in the direction sought with a large enough effect; inconclusive = small, poorly fitted or top-dose-only effect, or another doubt; inactive = no such curve, though single readings can be large; an effect the other way counts as inactive or inconclusive. This is a subset; the hit share may differ from the screen's.

SMILES | PKM2 act | KCNH2 WT inh | KCNH2 3.1 block | USP2a inh | MLL CXXC-DNA inh | B2AR arrestin | Menin MLL FP TR | GALK inh | Giardia kill | FBPA coupling cs | TRPV1 ag
Cc1ccccc1Cn1cc(NS(=O)(=O)c2cn(C)nc2C)cn1 | -2% | 24 | -1 | -7% | 2% | -0.1% | nt | 1% | -3 | nt | 0
O=C(c1[nH]ncc1-c1ccc(Cl)cc1)C1CO1 (stereo not given) | 5% | -11 | 0 | 4% | 4% | -0.7% | nt | 2% | -3 | 4 | nt
CN1/C(=C\C=N\O)C(C)(C)c2ccccc21 | 2% | -6 | nt | 4% | 9% | 3.3% | -12% | -1% | 9 | -8 | -1
O=C(O)CCCNc1cc(N2CCN(C(=O)c3ccco3)CC2)c2noc3c2c1C(=O)c1ccccc1-3 | -9% | -5 | 8 | 8% | ? | 0.3% | 16µM* | 14% | 2 | -18 | -1
COc1ccc(NC(=O)Cc2coc3cc(C)ccc23)cn1 | 1% | -11 | 10 | -4% | -2% | -0.1% | 3% | 0% | -2 | -10 | 21
COc1cc2c(cc1OC)C(C(=O)Nc1cccc(C)n1)C(c1cccnc1)N(C)C2=O (stereo not given) | -7% | -19 | -3 | -1% | -3% | 0.1% | 20% | 1% | 9 | 4 | 1
CN(C(=O)COC(=O)Cc1ccccc1[N+](=O)[O-])C1CCS(=O)(=O)C1 (stereo not given) | nt | 2 | 14 | 6% | nt | 0.5% | nt | nt | -11 | nt | nt
CCC(C)(C)n1nnnc1C(c1cc(OC)c(OC)c(OC)c1)N1CCN(c2ccccc2)CC1 (stereo not given) | 3% | 10 | -5 | 0% | -1% | -0.5% | 16% | -1% | 8 | 3 | -1
CCC(C)c1ccc(NC(=O)Nc2cnccn2)cc1 (stereo not given) | 2% | -281* | -12 | 0% | ? | -0.7% | 13% | 5% | 2 | 2 | 25
Cc1ccc(-n2nnnc2SCC(=O)NCC2(N3CCOCC3)CCCCC2)c(C)c1 | nt | 15 | -16 | 3% | nt | -0.3% | nt | nt | -4 | nt | 9
S=C(Nc1ccc(N2CCOCC2)cc1)Nc1ccc2snnc2c1 | 5% | -13 | -4 | -2% | -4% | 0.0% | ? | 1% | 0 | -18 | 2
CCOC(=O)c1sc(NC(=O)CSc2ncccn2)nc1C | nt | 17 | 8 | 4% | 24% | 2.7% | nt | -2% | 8 | nt | 1
NS(=O)(=O)c1ccc(NC(=O)COC(=O)c2cnccn2)cc1 | nt | 12 | 4 | 0% | -6% | 0.4% | ? | 11% | -2 | -1 | 3
O=C(OCc1nnc(-c2ccccc2)o1)C1CC(=O)N(CCc2ccccc2)C1 (stereo not given) | nt | -13 | -3 | 0% | nt | 0.0% | nt | nt | -1 | nt | -3
Cc1cc(C)nc(NC2=NCC(=O)N2c2ccccc2)n1 | 3% | 5 | -5 | 0% | -3% | -0.4% | 3% | 2% | 16 | -2 | -1
COc1ccc(CNC(=O)COC(=O)c2ccc3ncsc3c2)cc1OC | nt | 24 | 5 | 0% | nt | -1.0% | nt | nt | -9 | nt | ?
COc1cc(OC)cc(C2C(C#N)=C(N)Oc3n[nH]c(-c4cccnc4)c32)c1 (stereo not given) | 2% | -1 | -8 | -2% | -4% | 0.1% | 13% | -2% | 1 | 4 | 2
CCOc1ccc(C(=O)NC(Cc2ccccc2)C(=O)OC)cc1 (stereo not given) | -11% | -2 | -2 | 2% | 8% | -0.2% | -18% | 2% | -21 | 0 | 4
COc1ccc(NC(=O)C2CCC2)cc1S(=O)(=O)Nc1cc(C)ccc1Br | nt | 6 | -4 | -7% | nt | 3.7% | nt | nt | 5 | nt | nt
O=C1C=C(c2cccc(CO)c2)C[C@@H](c2ccc3c(c2)OCO3)C1 | nt | -4 | -15 | -2% | nt | 0.0% | nt | nt | -28 | nt | 15
CCOc1ccc(N(CC(=O)NC2CCCCC2)C(=O)CCC(=O)Nc2cc(C)ccn2)cc1 | 4% | 11 | 2 | 2% | 6% | -0.1% | ? | 8% | 6 | -1 | -1
O=C(CN1CCOCC1)Nc1ccccc1C(=O)O | 5% | -4 | -9 | 2% | 0% | 0.2% | 1% | 1% | -15 | 5 | 2
Cc1ccc(OCC(O)Cn2c(NCCc3ccccc3)nc3c2c(=O)[nH]c(=O)n3C)cc1 (stereo not given) | -3% | -3 | -2 | 1% | 15% | -0.1% | -7% | 0% | -9 | 1 | -2
O=C(c1ccncc1)c1ccc([N+](=O)[O-])cc1 | -1% | 3 | 19 | 3% | -3% | 0.1% | 0% | 6% | -1 | 2 | 2
COc1ccc(OC)c2sc(Cl)nc12 | -3% | 5 | -22 | -1% | 6% | -0.1% | 2% | 7% | -23 | 0 | -2
CCOC(=O)CC(=O)CSc1ncnc2c1nnn2-c1ccccc1 | nt | 0 | 3 | 0% | 12% | -0.3% | nt | 1% | -10 | nt | -3
S=C(NCCc1ccccc1)NCC(c1ccco1)N1CCCCC1 (stereo not given) | 0% | 5 | -19 | -1% | 4% | 0.2% | -26% | 3% | 6 | 2 | 12
CCC(CC)C(=O)NCCCN1CCOCC1 | -6% | 5 | 5 | -1% | 8% | -0.8% | 0% | 2% | 21 | 3 | 0
CCC(=O)Nc1nnc(S(=O)(=O)N(C)c2cc(C)cc(C)c2)s1 | nt | 6 | -19 | 2% | 5% | -0.5% | 21% | 0% | 10 | 1 | 2
O=S(=O)(NCc1cccnc1)c1ccc(Br)s1 | 0% | 1 | -10 | 3% | 10% | 0.1% | -1% | 0% | -5 | 3 | -1
COc1ccc(CN2C(=O)c3ccccc3C2=O)cc1C(=O)N(C)CC(=O)Nc1ccc(F)cc1 | nt | -1 | -12 | 2% | nt | -0.1% | nt | nt | 8 | nt | -1
O=C(CCCc1nc2ccccc2s1)NCc1ccc(F)cc1 | -6% | 9 | -3 | 0% | 9% | 0.1% | -14% | 1% | 12 | -1 | ?
COc1cc(C(=S)N2CCOCC2)cc(OC)c1OS(=O)(=O)c1ccc(Cl)cc1 | 0% | 41 | -8 | -1% | 0% | -0.9% | 8% | 3% | 37[activator] | 0 | -2
Cc1ccc(-c2cnn(-c3ccccc3)c2N)cc1 | nt | 0 | 16 | -1% | 6% | -1.0% | 3% | nt | -25 | -2 | ?
Cc1cccc(NCCC(=O)c2ccc([N+](=O)[O-])cc2)c1C | 14% | 4 | -83* | 2% | -1% | 0.4% | 17% | 1% | -3 | 1 | 16
O=C(NCc1cccnc1)C1CCCN(S(=O)(=O)c2ccc(Br)cc2)C1 (stereo not given) | 7% | 1 | -9 | nt | 4% | nt | ? | 5% | -9 | 3 | 9
CCN(CC)C(=O)CSc1nnc(CNc2ccc(F)cc2)n1-c1ccccc1 | -3% | 3 | 12 | 0% | 7% | -1.1% | 3% | 0% | 3 | 2 | 0
Cc1ccc(S(=O)(=O)CCC(=O)Nc2nc(-c3ccccn3)cs2)cc1 | nt | -5 | 12 | 0% | nt | -0.2% | nt | nt | 13 | nt | 4
O=C(CN1CCCC1)N1CCN(c2ccccc2)CC1 | 0% | 0 | -10 | 2% | 1% | -0.5% | -9% | 3% | 6 | -2 | -2
O=C(CCN1C(=O)C2C3C=CC(C3)C2C1=O)Nc1c(F)cccc1F (stereo not given) | -2% | -22 | -11 | 0% | 1% | -1.0% | 11% | 2% | 9 | 1 | 0
COc1ccc(CN2CCN(Cc3ccc(C)cc3)C(CCO)C2)cc1OC (stereo not given) | -14% | 13 | -1 | -1% | 0% | 0.2% | -5% | 2% | -15 | 0 | -7
c1coc(CNC2CCCCCCC2)c1 | 2% | -5 | 11 | ? | -3% | -3.5% | -2% | 2% | -1 | 2 | -3
O=C(C1CCN(S(=O)(=O)c2ccccc2)CC1)N1CCN(c2ccccc2F)CC1 | nt | 1 | -3 | 1% | nt | 0.1% | nt | nt | 4 | nt | 1
COc1ccc(N(CC(=O)NCCc2ccccc2)C(=O)CCC(=O)Nc2nccs2)c(OC)c1 | nt | -5 | -3 | 0% | 14% | 0.3% | -17% | -2% | -21 | -1 | -2
COc1ccc(CN(C)S(=O)(=O)c2nnc(NC(=O)c3cccc(F)c3)s2)cc1OC | nt | 1 | 12 | -1% | 15% | 0.1% | ? | -6% | 14 | -11 | -4

Bioassay records from PubChem.
